# Siah-1 displacement: Siah-1 peptide-binding antagonists, primary screen, biochemical, fluorescence polarization, rhodamine-plectin, uHTS (AID 1817); Siah-1 / rhodamine-plectin peptide fluorescence polarization; higher % means a stronger effect; displacement, % at 20 µM, or IC50 in µM where a hit was titrated; 290,000 tested, 0.02% active;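 active means displacement of at least 50% at 20 µM, with a fluorescence ratio check between 0.3 and a set limit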;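 further: plate controls were Siah plus tracer with DMSO for no effect and tracer alone without Siah for full effect; strong numbers were not always called active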
# LYP phosphatase: inhibitors of LYP phosphatase, biochemical, fluorescence intensity, uHTS (AID 1779) | 290,000 tested, 0.054% active | inhibition, % at 11.5 µM; hits with a dose series show IC50 in µM | recombinant LYP phosphatase, fluorescence intensity; higher % means a stronger effect;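 further: plate controls were vehicle with enzyme for no effect and no enzyme for full effect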
# human PMI inhibition: inhibitors of human PMI, primary screen, biochemical, fluorescence intensity, coupled assay (AID 1209). purified PMI enzyme, coupled fluorescence intensity; higher % means a stronger effect. one-dose inhibition, % at 20 µM; IC50 in µM for titrated hits. 190,000 tested, 0.42% active;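 further: plate controls were DMSO vehicle for no effect and wells lacking substrate for full effect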
# XIAP displacement: XIAP antagonists, biochemical, IAP family, fluorescence polarization (AID 1018); XIAP BIR domain, fluorescence polarization peptide displacement; higher % means a stronger effect; displacement, % at 20 µM, or IC50 in µM where a hit was titrated; 200,000 tested, 0.007% active; in the data active means displacement above about 50%; further: a part of the inactive calls stands beside numbers as strong as those of hits
# M1AAP inhibition: malaria alanyl aminopeptidase activity blockers – biochemical, fluorogenic H-Leu-NHMec substrate, 1536-well (AID 1445); recombinant M1AAP, H-Leu-NHMec fluorogenic kinetic assay; higher % means a stronger effect; inhibition, % at 30 µM, or IC50 in µM where a hit was titrated; 220,000 tested, 0.42% active;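 active means primary inhibition above the hit cutoff, then over 50% inhibition at one or more dose response concentrations, cut at about 23% in these data, passing the limit was not always enough; inconclusive means conflicting primary data, or primary hits not chosen for dose response; inactive means low primary inhibition, or under 50% at every dose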;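 further: plate controls were DMSO full reaction for no effect and no enzyme background for full effect; strong numbers were not always called active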
# human PMI inhibitors: MPI inhibition at elevated mannose 6-phosphate – biochemical, fluorescence intensity, high mannose 6-phosphate, primary screen (AID 1220) | inhibition, % at 20 µM; hits with a dose series show IC50 in µM | recombinant PMI enzyme, coupled fluorescence intensity; higher % means a stronger effect | 190,000 tested, 0.66% active
# P. falciparum M17LAP: P. falciparum M17LAP inhibitors, primary screen, biochemical, fluorogenic H-Leu-NHMec substrate, 1536-well (AID 1619). recombinant M17LAP, H-Leu-NHMec fluorogenic kinetic assay; higher % means a stronger effect. inhibition, % at 30 µM, or IC50 in µM where a hit was titrated. 220,000 tested, 0.38% active;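 active means compound inhibiting the enzyme by more than half at any dose during confirmatory dose-response retesting; inconclusive means strong single-dose inhibitors picked by rank but not retested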;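 further: plate controls were full reaction with DMSO carrier for no effect and no enzyme background for full effect; strong numbers were not always called active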
# Dynein transport: dynein cargo transport inhibition; 3617.4 mouse cells, GR-EGFP nuclear translocation imaging; test concentration mostly 20 µM; stimulated with dexamethasone, 1 µM; hits give low values; z-score, hits read low; 220,000 tested, 0.47% active; AID 1381;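 active means plate z-score of nuclear minus cytoplasmic receptor signal below a set negative limit, without overly bright fluorescence or cell loss, cut at about -3.5 in these data, passing the limit was not always enough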;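 further: z-score of nuclear minus cytoplasmic ring GR-EGFP intensity difference per well; some compounds called inactive have numbers as strong as hits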
#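 medium = tetracycline-free induction medium containing charcoal-stripped FBS | probe or stimulus = dexamethasone, 1.0 µM final | timing = 48 h induction, then 1 h compound, then 30 min agonist, 37 °C | detection = automated 10x imaging of fixed Hoechst-stained cells | read-out basis = nuclear versus cytoplasmic GR-EGFP signal, averaged per well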
# AID2073: disruptors of CaV2.2 binding to Mint1 – biochemical, HTRF (AID 2073); HTRF protein-protein interaction, Mint1-CaV2.2; higher % means a stronger effect; one-dose inhibition, % at 20 µM; IC50 in µM for titrated hits; 290,000 tested, 0.19% active; in the data active means inhibition mostly above about 51%, no sharp cut-off; inconclusive means no clear call, values can overlap the other calls; inactive means mostly below about 53%; further: some results filed as inactive read as strong as hits
# Dynein transport cytoplasmic EGFP: also measured in Dynein transport; calls as there; z-score; measured here: cytoplasmic GR-EGFP intensity; hits give high values
# Dynein transport nuclear GR-EGFP: further read-out of Dynein transport, marked with its call; z-score; measured here: nuclear GR-EGFP intensity;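 lower value marks the stronger effect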
# Dynein transport cell count: further read-out of Dynein transport, marked with its call; z-score; measured here: cell count per field
# Starred values were filed as active, the others as inactive; u = inconclusive; x = no result given. Unless noted, no stated cut-off is given here; in the data, active means inhibition above about 50%; inactive means the rest.
SMILES,Siah-1 displacement,LYP phosphatase,human PMI inhibition,XIAP displacement,M1AAP inhibition,human PMI inhibitors,P. falciparum M17LAP,Dynein transport,Dynein transport cytoplasmic EGFP,Dynein transport nuclear GR-EGFP,Dynein transport cell count,AID2073
Cc1ccc(OCC(=O)N2CCN(C(=O)Cc3ccccc3)CC2)cc1,1%,-9%,-2%,-1.3%,5%,0%,-8%,0.04,-0.2,0.19,0.18,2%
Cc1cccc(C2c3[nH]c4ccccc4c3CCN2Cc2ccc(C)s2)n1 (stereo unspecified),6%,-4%,9%,-4.8%,0%,2%,5%,-0.58,-0.33,-0.29,0.5,9%
CN(CC(=O)Nc1sc2c(c1C#N)CCCCC2)Cc1nc2ccccc2c(=O)[nH]1,13%,8%,8%,0.3%,-1%,17%,8%,-0.7,-0.11,0.11,0.24,6%
O=C(CN1C(=O)/C(=C\c2ccc(F)cc2)Oc2ccccc21)NCc1ccco1,4%,-7%,9%,-5.2%,-1%,8%,0%,0.62,-0.21,0.91,-0.98,u
Cc1ccc(C2(C)NC(=O)N(Cc3c(C)noc3C)C2=O)cc1 (stereo unspecified),2%,-9%,6%,-4.6%,0%,1%,6%,0.29,-0.31,0.2,-0.19,6%
O=C(O)c1cccc(N/N=C/c2cccs2)c1,-9%,0%,-16%,-4.5%,19%,-8%,51%,1.2,-0.24,0.72,-0.15,5%
CCCCC(CC)C(=O)NCc1ccccc1OC (stereo unspecified),-2%,-4%,-7%,-1.9%,-1%,-4%,0%,-0.17,-0.19,0.13,-0.0098,2%
CC1CN(CCCCOc2ccc(C(C)C)cc2)CC(C)O1 (stereo unspecified),7%,-3%,3%,-6.1%,6%,-5%,16%,-0.97,0.82,-0.44,0.72,0%
CC1=C(C(N)=O)C(c2cccnc2)n2nc(-c3cccc(Cl)c3)nc2N1 (stereo unspecified),-2%,-8%,6%,-2.3%,3%,-5%,1%,1.6,0.21,1,-0.74,-1%
Cc1cc(C)cc(NC(=S)Nc2ccc(Cl)c(Cl)c2)c1,1%,-3%,-2%,1.4%,4%,-5%,-3%,-0.61,-0.29,-0.12,0.54,2%
O=C(/C=C/c1ccco1)NCc1ccco1,16%,2%,x,x,9%,x,8%,0.2,-0.25,-0.16,0.021,22%
O=C(NCCCN1CCOCC1)c1ccc(CS(=O)(=O)Cc2ccc(Cl)cc2)o1,0%,-6%,3%,-1.9%,-1%,2%,8%,-0.77,-0.23,0.074,1.5,-1%
CC1=CCC2C(=O)N(c3cccc(C(=O)N(C)C4CCCCC4)c3)C(=O)C2C1 (stereo unspecified),0%,2%,-7%,-1.3%,7%,-6%,15%,-0.11,-0.27,0.11,0.31,1%
CCCCNC(=O)Cc1c(O)c2ccccc2[nH]c1=O,3%,2%,0%,-2.8%,1%,-4%,-4%,0.25,-0.12,0.21,0.3,-2%
Cc1ccccc1CNC(=O)c1ccccc1N,4%,-7%,-7%,-5.1%,7%,-2%,-40%,-0.81,-0.062,-0.18,0.33,0%
CCC(C)N(C)C1CCN(C(=S)Nc2ccc(OC)cc2)CC1 (stereo unspecified),-3%,-9%,16%,-14%,1%,1%,12%,0.29,-0.22,0.2,-0.26,-16%
O=S(=O)(c1ccc(F)cc1)n1ccc(-c2cccc(OCc3c(F)cccc3Cl)c2)n1,-5%,-3%,6%,-6.6%,-5%,4%,-13%,-0.09,-0.19,-0.33,-0.044,-2%
O=C(CSc1ccccc1[N+](=O)[O-])NC1CCS(=O)(=O)C1 (stereo unspecified),-2%,-8%,-12%,-6.0%,0%,-7%,13%,2.2,-0.13,0.75,-2,-1%
Cn1cc(Cl)c(C(=O)N2CCN(c3ncccn3)CC2)n1,6%,-5%,-5%,-6.4%,3%,-5%,-10%,-1.2,-0.19,-0.08,0.39,16%
CCc1ccc(C2C(C#N)=C(N)N(N3CCOCC3)C3=C2C(=O)CC(C)(C)C3)s1 (stereo unspecified),1%,-7%,14%,-3.3%,0%,26%,-11%,1.8,-0.061,1.2,-1.2,-10%
COc1ccc(CC(=O)c2ccccc2C(=O)O)cc1,2%,-3%,-7%,-2.0%,-1%,-6%,15%,-0.096,-0.17,-0.041,-0.13,-6%
Cn1c(=O)cc(SCC(=O)N2CCCC2)c2cc(Cl)ccc21,2%,3%,2%,-3.6%,4%,-1%,0%,1.3,-0.15,0.69,0.28,17%
CCOC(=O)/C(C#N)=C/c1ccc(OC(=O)c2ccco2)c(OCC)c1,2%,0%,13%,-1.4%,15%,13%,7%,0.47,-0.14,0.46,-0.55,-1%
Cc1ccc(CNS(=O)(=O)c2ccc(C(F)(F)F)cc2)n1C,-1%,-1%,x,x,3%,x,6%,-0.38,-0.24,-0.31,0.4,0%
CCCc1nc2ccccc2n1C(=S)SC,-4%,5%,-8%,-14%,3%,-5%,-2%,-0.38,-0.29,-0.069,0.75,38%
COc1ccc(-c2cc(C3CCN(C(=O)OC(C)(C)C)CC3)[nH]n2)cc1,6%,5%,12%,-3.6%,6%,7%,-9%,0.18,-0.21,0.2,-0.15,13%
O=C(Cn1nc(C(=O)O)c2ccccc2c1=O)NCCC1=CCCCC1,0%,5%,8%,-16%,3%,11%,4%,-1,-0.21,-0.3,0.37,-4%
CC(C)NC1CS(=O)(=O)CC1O (stereo unspecified),3%,-2%,-11%,-2.1%,1%,-11%,10%,1.2,0.35,1.3,-1.9,-5%
O=C(CCCCn1c(=O)[nH]c2ccccc2c1=O)NCCc1c[nH]c2ccccc12,8%,0%,13%,0.2%,3%,13%,0%,0.084,0.19,0.83,-0.5,-6%
COc1ccc(OC)c(/C(O)=C/C(=O)C(=O)Nc2ccccc2OC)c1,0%,-3%,-5%,-1.9%,11%,-11%,4%,0.19,-0.12,-0.052,0.37,1%
Cc1ccccc1NC(=O)c1cc([N+](=O)[O-])ccc1NCCN1C(=O)CCC1=O,-2%,5%,1%,3.4%,11%,-1%,4%,-1,-0.066,-0.4,0.8,8%
Cc1ccc2cc(/C=N/NC(=O)[C@@H]3CCCN3)c(Cl)nc2c1,11%,-5%,x,x,3%,x,22%,-1.5,-0.26,-0.089,0.52,-13%
O=C(CSc1ncn[nH]1)Nc1c(F)cc(F)cc1Br,6%,-7%,8%,-1.5%,-1%,-4%,15%,-0.55,-0.26,-0.3,1.1,1%
O=C1Nc2ccccc2C12Nc1ccccc1-c1nc3ccccc3n12 (stereo unspecified),16%,5%,0%,-3.7%,11%,-1%,-1%,0.58,-0.22,0.1,-0.04,1%
COc1cc(/C=C/C(=O)OCC(=O)N2CC(=O)Nc3ccccc32)ccc1O,10%,1%,x,x,11%,x,13%,0.28,-0.25,0.81,-0.54,4%
CC(C1CC1)N(Cc1ccccc1)C(=O)NC(=O)c1ccc(F)cc1 (stereo unspecified),7%,-6%,-12%,-1.7%,-1%,-18%,-7%,0.2,-0.3,0.37,-0.15,0%
COC(=O)c1sc(NC(=O)CSc2nnnn2-c2ccc(C)cc2C)nc1C,0%,-12%,-3%,-5.0%,6%,2%,-1%,-0.95,-0.22,-0.38,1.6,-8%
O=C(Cc1nn[nH]n1)Nc1ccc(F)cc1F,7%,-7%,x,x,1%,x,-1%,-0.29,-0.19,-0.53,0.18,-3%
CCCn1c(NCCO)nc2ccccc21,2%,-11%,1%,-5.3%,-2%,-3%,10%,-0.67,-0.14,-0.17,0.14,4%
Cn1c(/C(C#N)=C(\O)c2ccc(S(=O)(=O)N3CCCCC3)cc2)nc2ccccc21,3%,-12%,-4%,-2.9%,16%,-6%,12%,0.67,-0.32,0.38,-0.59,15%

# Entries of single compounds as entered above. Screens in order: Siah-1 displacement	LYP phosphatase	human PMI inhibition	XIAP displacement	M1AAP inhibition	human PMI inhibitors	P. falciparum M17LAP	Dynein transport	Dynein transport cytoplasmic EGFP	Dynein transport nuclear GR-EGFP	Dynein transport cell count	AID2073
# COc1ccc(CC(=O)c2ccccc2C(=O)O)cc1 is listed with 2%	-3%	-7%	-2.0%	-1%	-6%	15%	-0.096	-0.17	-0.041	-0.13	-6%
# COC(=O)c1sc(NC(=O)CSc2nnnn2-c2ccc(C)cc2C)nc1C is listed with 0%	-12%	-3%	-5.0%	6%	2%	-1%	-0.95	-0.22	-0.38	1.6	-8%

# Additional entries follow.
SMILES,Siah-1 displacement,LYP phosphatase,human PMI inhibition,XIAP displacement,M1AAP inhibition,human PMI inhibitors,P. falciparum M17LAP,Dynein transport,Dynein transport cytoplasmic EGFP,Dynein transport nuclear GR-EGFP,Dynein transport cell count,AID2073
Cc1onc(-c2ccccc2)c1C(=O)Nc1nc2c(s1)C(=O)CC(C)(C)C2,4%,-1%,4%,-6.0%,8%,2%,15%,-0.5,-0.2,-0.47,0.83,8%
Cc1nn(-c2ccccc2)c(Cl)c1C(=O)Nc1ccccc1,-4%,-8%,13%,-2.4%,2%,11%,2%,-0.59,-0.2,-0.41,0.8,-30%
CC(=O)c1ccc(OCC(O)CN2CCN(CC(O)COc3ccc(C(C)=O)cc3)CC2)cc1 (stereo unspecified),-3%,-8%,2%,-2.7%,-3%,2%,1%,1.1,-0.13,0.49,-1.8,1%
CCOc1ccc(CNc2ccc3c(c2)nc(C)n3C)cc1,-1%,-2%,24%,-0.6%,-5%,15%,9%,-1.5,0.097,-1.1,-0.39,-14%
O=C(O)CSCCOc1ccc(OCCSCC(=O)O)cc1,0%,-1%,-6%,-3.8%,-8%,11%,9%,-0.031,-0.28,-0.36,-0.083,-10%
Cc1oc(-c2cccc(F)c2)nc1CN1CCCCC1CCn1cccn1 (stereo unspecified),4%,-1%,7%,-1.8%,-2%,1%,-11%,-0.52,-0.076,-0.32,-1.3,20%
COc1cccc(C(=O)Nc2cc3c(cc2Br)OCCCO3)c1,-1%,-3%,8%,-5.4%,1%,13%,-8%,-0.18,-0.083,-0.3,0.079,1%
N=c1sccn1CC(=O)N1N=C(c2ccc(Cl)cc2)CC1c1ccco1 (stereo unspecified),-10%,2%,-1%,-5.4%,-1%,7%,11%,-0.6,-0.33,-0.3,0.37,-1%
CCSc1ccccc1C(=O)n1nnc2ccccc21,1%,5%,9%,-2.1%,-3%,5%,35%,-4*,0.62*,-1.3*,0.67*,-15%
CCOC(=O)c1[nH]c(C)c(C(=O)NCCCOC(C)C)c1C,3%,3%,9%,-4.0%,-4%,1%,9%,-0.27,-0.25,0.29,0.9,-6%
